Screening results deposited in PubChem BioAssay by several laboratories.
Keap1 Nrf2 FP – Keap1-Nrf2 (human) interaction inhibition; 340,000 tested, 0.15% active; Keap1 Kelch-Nrf2 peptide fluorescence polarization, 1536-well; inhibition, % at 9.4 µM; in the data active means inhibition above about 12%;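 further: human Keap1 Kelch domain with fluorescein labeled Nrf2 9mer peptide probe; 0% = neutral control wells and 100% = peptide positive control; higher means more block of Keap1 binding to Nrf2 peptide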
Target sequence (Q14145 whole entry, looked up, the tested form may be a part): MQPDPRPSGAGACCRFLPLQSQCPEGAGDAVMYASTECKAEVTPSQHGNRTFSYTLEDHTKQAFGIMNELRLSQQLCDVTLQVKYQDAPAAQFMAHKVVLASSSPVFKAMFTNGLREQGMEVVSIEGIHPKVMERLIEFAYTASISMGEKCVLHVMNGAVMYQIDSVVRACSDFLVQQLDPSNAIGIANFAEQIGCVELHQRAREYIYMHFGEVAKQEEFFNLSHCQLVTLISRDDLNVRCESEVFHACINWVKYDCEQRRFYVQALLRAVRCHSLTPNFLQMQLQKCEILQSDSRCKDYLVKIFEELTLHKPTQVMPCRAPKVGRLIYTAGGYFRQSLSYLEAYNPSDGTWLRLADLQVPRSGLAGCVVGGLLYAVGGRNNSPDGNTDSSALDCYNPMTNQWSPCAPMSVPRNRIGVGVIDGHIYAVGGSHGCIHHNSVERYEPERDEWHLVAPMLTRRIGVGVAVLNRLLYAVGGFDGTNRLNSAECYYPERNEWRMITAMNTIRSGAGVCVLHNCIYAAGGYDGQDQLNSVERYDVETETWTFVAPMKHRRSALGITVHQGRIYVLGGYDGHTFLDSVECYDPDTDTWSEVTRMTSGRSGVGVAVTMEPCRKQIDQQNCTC
SR-BI uptake up – SR-BI HDL lipid transfer activation; 320,000 tested, 0.096% active; CHO ldlA[mSR-BI] cells, DiI-HDL uptake fluorescence, 3 h; 100 = double the neutral-control signal; AID 504775; activation, % at 12.5 µM;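 active means mean replicate activation of at least 60% and every replicate at or above 60%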;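 further: 0% = median plate neutral-control signal and 100% = twice that signal; values of inactives mirror those of a sister screen read the other way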
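System: CHO ldlA[mSR-BI] cells / Medium: HEPES-buffered (25 mM, pH 7.4) F12 plus 0.5% BSA / Probe or stimulus: labelled HDL, 10 µg/mL / Doses: single compound concentration, delivered by pin transfer / Schedule: 3 h, 37 °C / Measured by: DiI fluorescence, bottom read / Measure: cell-associated DiI fluorescence as measure of HDL uptake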
PKA-R2B act – activates the human PKA-R2B holoenzyme complex; P22694+P31323; PKA-R2B holoenzyme dissociation, Cy5-IP20 fluorescence polarization; R2B truncated from residue 108, S112A mutant; 0% DMSO only, 100% 113 µM cGMP; activation, % at 11.4 µM; 340,000 tested, 0.079% active; AID 504700;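 active means activation above a cutoff set at the mean over all compounds plus 3 SD, cut at about 18% in these data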;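 further: higher means more holoenzyme dissociation and a rise in polarization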
Target sequence (P31323 whole entry, looked up, other chains not shown, the tested form may be a part): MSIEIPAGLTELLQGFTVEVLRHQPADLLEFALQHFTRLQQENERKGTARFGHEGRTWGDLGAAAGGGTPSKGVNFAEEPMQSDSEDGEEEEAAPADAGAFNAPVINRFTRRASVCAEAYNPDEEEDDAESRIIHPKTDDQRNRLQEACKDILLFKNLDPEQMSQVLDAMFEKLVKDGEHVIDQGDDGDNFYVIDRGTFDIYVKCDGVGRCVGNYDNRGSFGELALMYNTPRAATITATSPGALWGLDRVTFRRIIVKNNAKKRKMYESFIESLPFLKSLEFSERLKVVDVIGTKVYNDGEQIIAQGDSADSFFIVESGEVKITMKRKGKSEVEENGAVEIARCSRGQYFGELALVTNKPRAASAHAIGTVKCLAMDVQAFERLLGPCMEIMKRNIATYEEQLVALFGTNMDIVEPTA
CAL PDZ FP-1 – inhibitors of human CAL PDZ peptide binding; 330,000 tested, 0.02% active; purified CAL PDZ, TMR-peptide fluorescence polarization, 1 h; inhibition, % at 20 µM; AID 504414; Q9HD26;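 active means highest replicate inhibition of at least 40%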;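 further: plate controls were DMSO neutral control wells for no effect and unlabeled competitor peptide control wells for full effect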
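Material: tagged CAL PDZ domain; buffer or medium: 25 mM sodium phosphate pH 7.4, 150 mM NaCl, TCEP, IgG, Thesit; compound dosing: single point, 20 µM; schedule: 1 h incubation at room temperature before polarization reading; measured by: FP readout, S and P plane fluorescence; read-out basis: percent inhibition from loss of millipolarization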
LANA DNA inh – blocks KSHV LANA C-terminal domain binding to DNA. MBP-C-LANA/FAM-LBS DNA binding, fluorescence polarization. inhibition, % at 9 µM. 340,000 tested, 0.078% active. AID 504423;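 active means highest replicate inhibition at or above 60% at 9 µM, even if other replicates fall short; inactive means all replicates below 60% inhibition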;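 further: 0% = neutral control wells and 100% = 4 µM acridine orange control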
CAL PDZ FP-2 – CAL PDZ (human) peptide binding inhibition | AID 602252 | inhibition, % at 24.9 µM | purified CAL PDZ, TMR-peptide fluorescence polarization, 1 h | 300,000 tested, 0.92% active;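 active means mean inhibition of at least 30% with at least half of replicates also reaching 30%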;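 further: 0% = DMSO neutral control and 100% = excess unlabeled competitor peptide PRC23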
DAGLB inhibitor – blocks human DAGLB lipase activity; 340,000 tested, 0.059% active; Q8NCG7; HEK293T DAGLB membrane lysate, EnzChek fluorogenic substrate; inhibition, % at 5.17 µM; in the data active means inhibition above about 34%;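 further: 0% = enzyme with vehicle and 100% = wells lacking enzyme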
Rtt109 Vps75 – blocks Candida albicans Rtt109/Vps75 acetyltransferase activity; Q5AAJ8; purified Rtt109/Vps75, ThioGlo CoA-SH fluorescence, 4 h; inhibition, % at 34.9 µM; 330,000 tested, 0.16% active; AID 540336;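 active means inhibition of at least 50% in every replicate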
RTF Ca sens act – increases calcium sensitivity of human cardiac regulated thin filaments | 340,000 tested, 0.24% active | IANBD-labeled TnC RTF fluorescence at EC20 calcium; 0% EC20 calcium, 100% full calcium | activation, % at 7.2 µM | P19429+P45379;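 active means activation above the mean over all tested compounds plus 3 SD, cut at about 30% in these data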;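 further: rise in fluorescence read as greater calcium sensitivity of cardiac thin filaments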
RTF Ca sens inh – cardiac RTF calcium desensitization. IANBD-labeled cardiac RTF, Ca2+ fluorescence. AID 493244. P19429+P45379. 340,000 tested, 0.12% active. inhibition, % at 7.15 µM;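 active means inhibition above the mean inhibition of all tested compounds plus 3 SD, cut at about 17% in these data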;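 further: assay run at fixed EC70 calcium of 1.6 mM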
Numbers without * were called inactive; . = no result given.

SMILES	Keap1 Nrf2 FP	SR-BI uptake up	PKA-R2B act	CAL PDZ FP-1	LANA DNA inh	CAL PDZ FP-2	DAGLB inhibitor	Rtt109 Vps75	RTF Ca sens act	RTF Ca sens inh
O=C(c1ccco1)N1CCc2[nH]nc(-c3ccccc3)c2C1	3	1	-5	-2.9	3.4	-6	-1	-1	-10	-5
NC(=O)C1CCN(Cc2ccc(OCc3ccccc3)cc2)CC1	0	-4	-2	-2.0	0.6	.	-1	0	1	-5
CCc1nc2ccc(C(=O)N(C)CC(=O)Nc3ccc(F)c(F)c3F)cc2nc1CC	-1	-47	-1	0.0	-0.8	1	1	0	0	4
COc1ccc(CCC(=O)OCC(=O)c2c(N)n(CC(C)C)c(=O)n(C)c2=O)cc1	-2	-14	9	0.7	-0.5	.	-1	12	3	-5
CCN1C(=O)CC(C(=O)O)SC1=Nc1ccc(OC)cc1 (stereo unspecified)	-1	3	-7	-3.1	-0.1	-5	-1	19	-4	-2
CC(=O)c1ccc(OCCCC(=O)NC(C)c2ccc(S(N)(=O)=O)cc2)cc1 (stereo unspecified)	1	.	-2	-1.3	0.1	1	1	-3	-5	5
COc1ccc(C(C)NC(=O)Nc2ccc(C(C)=O)cc2)cc1OC (stereo unspecified)	-5	1	-11	-3.6	-1.1	-3	4	5	5	-1
COCc1cc(Sc2cccc(Cl)c2Cl)nc(-c2ccccc2)n1	1	-20	11	-0.5	-1.4	36*	-17	4	-2	-8
CCc1nc(SCC(=O)Nc2ccccc2Cl)n[nH]1	-3	0	-6	-0.5	0.0	-5	-1	5	-7	-3
Oc1c(Br)cc(Br)cc1CNn1cnnc1	-7	19	11	-1.6	-1.3	-2	2	-1	-5	4
O=C(Cc1c(F)cccc1Cl)NCc1cccnc1	-5	-16	-2	1.0	-0.3	.	-2	-3	13	-12
CCOc1ccc(CN(C)C(=O)[C@H](Cc2ccccc2)NC(=O)OCc2ccccc2)cc1OC	-3	-10	1	-1.2	2.8	.	-6	14	1	-8
O=C1Nc2ccc(S(=O)(=O)NCCCO)c3cccc1c23	-6	-10	-20	-0.4	1.6	1	0	-68	1	4
CC(C)CNC(=O)C1CCN(Cc2ccc(OCc3ccccc3)cc2)CC1	-2	11	-2	-0.4	-1.1	-5	2	5	4	0
O=C(NCc1ccc(-c2csnn2)cc1)c1cc(Cl)cc(Cl)c1	-7	-12	8	-0.3	-1.5	-3	-2	-2	9	-2
CN(C)C(=O)c1ccc(Cl)cc1[N+](=O)[O-]	-3	12	4	0.1	0.2	-4	0	.	-1	6
CN1C(=O)C(O)(C2OC(C)(C)CCC2=O)c2ccccc21 (stereo unspecified)	3	6	-5	-1.5	-0.5	-5	0	-1	3	4
Cc1c(Cl)c(C(=O)NNC(=S)Nc2ccccc2)nn1C	-5	-1	-5	-2.1	0.4	-1	-1	-5	-1	-13
O=C(c1nc2n(n1)C(c1ccc(Cl)cc1)C=C(c1ccccc1)N2)N1CCOCC1 (stereo unspecified)	5	-44	5	-4.0	10	-9	-6	0	12	-17
CN(CC(=O)Nc1ccc(N2CCOCC2)cc1)C(=O)CCc1ccccc1Cl	-4	-10	-13	-1.8	0.4	-3	0	1	-5	-2
O=C(c1ccc(NC(=O)C2(c3ccccc3)CCOCC2)cc1)N1CCOCC1	-2	22	-2	-1.0	1.4	0	0	-5	-1	5
CC(=O)Nc1ccc(C(=O)CSc2nnc(C)o2)cc1	-2	-5	-16	1.6	-0.4	.	-2	14	-6	3
COC(=O)C1CCCN1S(=O)(=O)c1ccc2ccccc2c1 (stereo unspecified)	2	-15	0	-2.2	-0.2	.	-10	15	-2	-5
O=C(CN(Cc1ccco1)C(=O)c1cc(=O)[nH]c2ccccc12)Nc1ccccc1Br	-3	23	-2	0.0	1.6	-2	-2	-6	0	-2
COC(=O)c1cc(NC(=O)c2ccc(Cn3cc(Cl)cn3)o2)cc(C(=O)OC)c1	-2	-18	0	-2.4	0.5	-1	-1	3	-1	-4
CCCC(=O)NC1CCCc2c1cnn2-c1ccc(C)c(C)c1 (stereo unspecified)	0	-13	1	0.5	4.5	-2	-2	3	-1	-1
CCC(=O)N/C(N)=N/c1nc(C)c2cc(OC)ccc2n1	1	7	-2	.	-4.4	-7	1	-1	3	-4
Cc1ccc(S(=O)(=O)n2nc(C)c(Br)c2C)c(C)c1C	-2	16	1	0.0	0.8	0	0	-3	-5	-3
Cc1ccc(/C(N)=N/OC(=O)CSc2ccccc2)cc1	-4	-6	-6	-1.9	-0.1	1	-9	-8	-7	-13
CN1CCC(N(C)C(=O)CCc2nc3ccccc3n2-c2ccccc2)CC1	-3	0	0	-1.3	2.4	-2	2	3	-2	6
CNC(=S)N1CCN(c2ccc(Cl)c(Cl)c2)CC1	-4	-20	2	-2.5	-0.4	-2	-2	0	-1	7
COc1ccccc1NC(=O)C(C)Sc1nccn1C (stereo unspecified)	0	18	6	-0.4	1.7	-3	-2	8	1	-2
COCCCNC(=O)C(=O)C1C(=O)Nc2ccccc21 (stereo unspecified)	0	25	-10	-0.2	1.6	-8	0	-4	-3	6
COc1ccccc1C(=O)NCCC(=O)Nc1ncccc1C	0	24	-2	-0.9	-0.7	-5	0	-7	-4	2
CN(C)c1ccc(/C=C/c2cccc[n+]2[O-])cc1	-22	9	.	-1.3	-1.7	.	.	-49	.	.
CN(CC(=O)N1CCOCC1)S(=O)(=O)c1cc(Cl)ccc1Cl	-1	.	-6	-1.6	0.4	-2	-1	4	-5	-18

Three entries out of the list, arranged by formula weight, lowest first:
SMILES	Keap1 Nrf2 FP	SR-BI uptake up	PKA-R2B act	CAL PDZ FP-1	LANA DNA inh	CAL PDZ FP-2	DAGLB inhibitor	Rtt109 Vps75	RTF Ca sens act	RTF Ca sens inh
CCC(=O)N/C(N)=N/c1nc(C)c2cc(OC)ccc2n1	1	7	-2	.	-4.4	-7	1	-1	3	-4
COc1ccccc1NC(=O)C(C)Sc1nccn1C (stereo unspecified)	0	18	6	-0.4	1.7	-3	-2	8	1	-2
Cc1ccc(S(=O)(=O)n2nc(C)c(Br)c2C)c(C)c1C	-2	16	1	0.0	0.8	0	0	-3	-5	-3

Additional structures
SMILES	Keap1 Nrf2 FP	SR-BI uptake up	PKA-R2B act	CAL PDZ FP-1	LANA DNA inh	CAL PDZ FP-2	DAGLB inhibitor	Rtt109 Vps75	RTF Ca sens act	RTF Ca sens inh
CCOC(=O)C1=C(C)N(c2ccc(OC)cc2)C(=O)/C1=C\c1ccc(O)c(OCC)c1	-5	-10	-11	-0.1	3.1	-1	0	8	3	-2
CCN1N=C(c2ccccc2)CCC1=O	3	-16	2	0.4	2.4	1	1	-1	0	1
O=C(NCc1cccnc1)C(=O)NCC1OCCCN1S(=O)(=O)c1ccc(F)cc1 (stereo unspecified)	1	11	-2	0.7	1.6	-3	2	-2	-5	1
Cc1cc(NC(=O)CSc2nc3c(cc2C#N)CCCCC3)no1	-2	-18	5	-3.8	0.2	.	-2	-6	10	-6
OCCC1CN(Cc2ccc3cccc(F)c3n2)CCN1Cc1ccccc1 (stereo unspecified)	-6	-4	12	-0.2	-2.1	5	0	0	4	-4
Cc1ccc(OCCCC(=O)NC(C)c2ccccc2)cc1 (stereo unspecified)	-2	7	-4	-0.1	-2.0	-4	-3	-12	3	1
O=C1c2ccccc2C(=O)N1CC1c2ccccc2CCN1C(=O)CN1CCOCC1 (stereo unspecified)	1	13	-3	0.5	-1.1	11	1	3	15	-2
O=C(CNc1ccccc1Cl)N/N=C1\CCCc2ccccc21	-1	2	-14	-1.4	0.4	.	-9	-11	2	-7
Cc1cccc2sc(NNC(=O)c3ccc(S(=O)(=O)N4CCCC(C)C4)cc3)nc12 (stereo unspecified)	-3	-128	-5	0.6	-0.4	3	0	0	5	-1
COc1ccc(CC(=O)Oc2cc(C)ccc2C)cc1	3	6	4	-2.5	-0.9	-2	-12	.	0	-3
CC1(C)C(C=C(Cl)Cl)C1C(=O)N1CCN(Cc2ccccc2)CC1 (stereo unspecified)	0	-1	-3	-0.4	-0.5	5	-8	18	4	-21
C=CCNC(=O)C1CC(=O)N(c2ccc(OCC(=O)N3CCCC3)cc2)C1 (stereo unspecified)	-6	.	-7	-0.6	-1.0	-2	2	12	2	-48
O=C(NCCOCc1ccccc1)C(c1ccccc1)c1ccccc1	-2	12	-2	0.1	-2.4	0	-4	0	-2	-10
O=C1CN=C(Nc2cccc(C(F)(F)F)c2)N1C1CCCC1	-2	-7	-3	-0.3	1.3	7	-3	7	-2	10
COc1ccc(Cn2cccc(NC(=O)Nc3ccc(F)cc3)c2=O)cc1	-3	7	-13	-1.3	1.3	-3	0	3	-1	-4
CCOc1ccc(N(CC(=O)NCc2ccccc2)S(C)(=O)=O)cc1	-6	9	5	-1.6	-1.0	-2	0	-7	2	1
O=C(CN1CCN(c2ccc(F)cc2)CC1)NCC1CCCO1 (stereo unspecified)	-6	-3	1	-2.3	-1.4	0	2	.	1	-8
Nc1ccc2nc(-c3ccc(Cl)cc3)[nH]c2c1	-4	-13	-6	-0.3	-0.6	.	6	-10	5	-6
COc1oc(-c2ccccc2)nc1C(F)(F)F	0	-5	3	-2.0	1.7	-5	0	4	4	2
Cc1ccc(NC(=O)CN(C)C(=O)C2COc3ccccc3O2)cc1 (stereo unspecified)	-6	18	-12	-0.3	-1.6	.	-2	-8	8	-10
CC(=O)Nc1ccccc1OCC(=O)NC1CCCCC1C (stereo unspecified)	5	14	-4	-0.2	-0.8	-1	-1	-4	-4	-8
Cc1ccc(/C=C/C(=O)Nc2ccc(S(N)(=O)=O)cc2)o1	-23	1	-7	-4.3	-2.0	-6	0	11	1	-4
COCCNC(=O)C(=O)c1c(-c2ccccc2)[nH]c2ccccc12	5	-1	4	-0.2	0.0	.	-3	-4	2	-13
O=C(CN1CCOCCOCCN(CC(=O)Nc2ccccc2)CCOCC1)Nc1ccccc1	0	9	-1	-1.3	1.5	-2	1	-2	-5	-6
O=C(/C=C/c1ccccc1)Nc1ccc(NC(=O)c2cccs2)cc1	1	-33	11	0.6	0.6	-1	3	3	13	5
c1cnc2c(C3NCCc4c3[nH]c3ccccc43)cccc2c1 (stereo unspecified)	3	0	-7	-0.7	1.4	-2	-2	-10	-4	-3
CSc1nc(Oc2cccc(C(F)(F)F)c2)cc(C(F)(F)F)n1	1	-26	-11	-0.5	-0.1	2	-4	-7	-4	2
CCOC(=O)C(CCC#N)(CCC#N)C(=O)OCC	-6	21	1	0.7	-0.5	-2	-3	5	1	-1
Cc1cc(C)c(Cn2c(=O)n(CCCC(=O)NCc3ccco3)c(=O)c3ccccc32)c(C)c1	-7	-13	-16	0.7	5.6	-4	-5	-3	1	-3
